core dimer inh – inhibitors of HCV core protein dimerization, primary screen, biochemical, TR-FRET, high-throughput; TR-FRET GST/Flag-core106 dimerization, 1536-well; inhibition, % at 5 µM; hit rate 0.33% among 300,000;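 active = inhibition above the mean of all tested compounds plus 3 SD, set per screening campaign, cut at about 45% in these data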
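Assay system: GST-tagged and Flag-tagged HCV core protein residues 1-106 / Times: compound-protein-antibody incubation 4 h at 22.5 °C / Signal: time-resolved FRET, ex 340 nm, em 617 and 671 nm / Evaluation: % inhibition based on acceptor/donor emission ratio / Benchmarks: wells lacking GST-core106 and wells with excess unlabelled core106 / Repeats: singlicate, one well per compound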
Fh CTSL1 inh – Fasciola hepatica cathepsin L1 inhibitors, primary screen, counter-screen for PFM18AAP inhibitor project, biochemical, QFRET, fluorogenic peptide substrate | recombinant F. hepatica cathepsin L1, Z-Leu-Arg-MCA fluorescence | inhibition, % at 5.96 µM | hit rate 0.49% among 300,000 | AID 1906, 2009;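 active = inhibition above the mean of all tested compounds plus 3 SD, set per screening campaign, cut at about 17% in these data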;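 note: 0% = plate median of test compound wells and 100% = 1 µM Z-Phe-Ala-diazomethylketone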
procasp3 activ – activators of human procaspase-3 D3A mutant, primary screen, biochemical, absorbance, PC-3 D3A mutant, single concentration; activation, % at 8.5 µM; AID 463141, 2010; recombinant procaspase-3 D3A, Ac-DEVD-pNA absorbance 405 nm; hit rate 0.11% among 330,000;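 active = activation above the mean of all tested compounds plus 3 SD, cut at about 21% in these data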;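 note: 0% = DMSO alone and 100% = DMSO wells spiked with extra 5 µM PC-3 D3A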
Target sequence (P42574 whole entry D9A/D28A/D175A): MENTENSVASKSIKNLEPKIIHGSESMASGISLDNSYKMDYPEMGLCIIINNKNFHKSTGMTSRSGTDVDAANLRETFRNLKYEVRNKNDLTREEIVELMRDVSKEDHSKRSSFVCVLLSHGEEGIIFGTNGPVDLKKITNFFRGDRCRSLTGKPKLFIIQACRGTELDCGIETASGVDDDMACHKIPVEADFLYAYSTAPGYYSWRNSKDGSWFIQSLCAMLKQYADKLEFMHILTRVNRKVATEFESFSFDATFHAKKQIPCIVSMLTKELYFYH
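Technique: 405 nm absorbance of p-nitroaniline, reads at 0 and 120 min; Test system: Procaspase-3 D3A mutant; Incubation: 1 h enzyme-compound preincubation, then 2 h substrate reaction, 25 °C; Repeats: singlicate, each compound tested once; Benchmarks: low control DMSO wells, high control DMSO plus 5 µM PC-3 D3A.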
procasp7 counter – procaspase-7 activators, primary screen, counter-screen for procaspase-3 activator project, biochemical, absorbance, HTS, human; Caspase-7 (Homo sapiens), P55210; recombinant procaspase-7, Ac-DEVD-pNA absorbance 405 nm; D23A/D198A/D206A triple mutant, cannot self-cleave; scale: DMSO 0, 5 µM enzyme 100; activation, % at 8.5 µM; hit rate 0.093% among 330,000; AID 463210, 2010;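 active = percent activation above the screen-wide mean plus 3 SD, cut at about 25% in these data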
Target sequence (P55210 whole entry D23A/D198A/D206A): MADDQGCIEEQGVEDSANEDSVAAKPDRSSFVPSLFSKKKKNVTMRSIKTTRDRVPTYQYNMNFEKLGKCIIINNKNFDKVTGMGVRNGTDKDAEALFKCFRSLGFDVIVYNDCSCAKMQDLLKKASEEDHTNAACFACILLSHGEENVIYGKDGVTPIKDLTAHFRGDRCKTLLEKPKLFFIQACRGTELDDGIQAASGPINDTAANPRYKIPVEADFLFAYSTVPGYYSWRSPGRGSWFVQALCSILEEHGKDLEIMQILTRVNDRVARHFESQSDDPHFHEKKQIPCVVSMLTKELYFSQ
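Assay system: Uncleavable procaspase-7 mutant enzyme / Input: 2 µM procaspase-7 mutant as dispensed / Dosing: single nominal 8.5 µM compound dose, 0.8% DMSO final / Timing: 1 h enzyme–compound preincubation and 2 h substrate reaction, both 25 °C / Detection: p-Nitroaniline absorbance at 405 nm, read at 0 and 120 min / Replication: singlicate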
PAFAH2 inh – PAFAH2 enzyme inhibitors, primary screen, biochemical, fluorescence polarization, human | hit rate 0.99% among 340,000 | inhibition, % at 3.39 µM | recombinant PAFAH2, FP-rhodamine activity probe;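 active = inhibition above the mean over all tested compounds plus 3 SD, cut at about 30% in these data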;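 note: inhibitors block probe labeling of enzyme so polarization drops; 0% = enzyme with DMSO and 100% = wells lacking PAFAH2 protein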
TPT1 inh – Candida albicans TPT1 enzyme inhibitors, primary screen, biochemical, fluorescence polarization | tRNA 2'-phosphotransferase TPT1 (Candida albicans SC5314) | recombinant caTPT1, FP RNA substrate dephosphorylation | inhibition, % at 5 µM | hit rate 0.81% among 300,000;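 active = inhibition above the mean of all tested compounds plus 3 SD, set per screening campaign, cut at about 24% in these data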;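 note: plate controls were DMSO alone for no effect and ferristatin control at 100 nM for full effect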
PP5 inh – PP5 phosphatase inhibitors, primary screen, biochemical, fluorescence; hit rate 0.18% among 320,000; inhibition, % at 6.7 µM; AID 1987, 2009; Serine/threonine-protein phosphatase 5 (Homo sapiens), P53041; purified PP5c, OMFP substrate fluorescence;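 active = inhibition above the campaign's mean inhibition across all tested compounds plus 3 SD, cut at about 9.5% in these data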;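 note: 0% = DMSO only and 100% = 100 µM cantharidin control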
PP1 inh – PP1-alpha phosphatase inhibitors, primary screen, counter-screen for PP5 inhibitor project, biochemical, fluorescence, OMFP substrate, single point | inhibition, % at 6.7 µM | hit rate 0.9% among 320,000 | Serine/threonine-protein phosphatase PP1-alpha catalytic subunit (Homo sapiens), P62136 | purified PP1alpha | AID 2235, 2010;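 active = inhibition above the mean inhibition of all tested compounds plus 3 SD, computed separately for each screening campaign, cut at about 15% in these data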
Target sequence (P62136 whole entry, looked up): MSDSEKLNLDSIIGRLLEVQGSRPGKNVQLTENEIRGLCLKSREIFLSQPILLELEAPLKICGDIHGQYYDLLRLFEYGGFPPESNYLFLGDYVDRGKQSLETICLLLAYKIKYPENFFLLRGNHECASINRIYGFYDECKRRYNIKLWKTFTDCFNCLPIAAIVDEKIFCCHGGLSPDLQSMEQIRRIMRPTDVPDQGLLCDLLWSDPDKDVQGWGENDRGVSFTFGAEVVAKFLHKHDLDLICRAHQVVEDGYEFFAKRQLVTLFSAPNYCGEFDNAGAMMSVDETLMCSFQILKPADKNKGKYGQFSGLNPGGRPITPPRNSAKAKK
AHR act – AHR activators, primary screen, cell-based, luminescence, luciferase reporter, human. activation, % at 5 µM. Aryl hydrocarbon receptor (Homo sapiens), P35869. AHR-responsive luciferase reporter cells. hit rate 2.5% among 320,000; in the data active = activation above about 47%;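 note: 0% = vehicle wells and 100% = reference agonist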
An asterisk follows results filed as active; x = not tested or not shown. Not a hit list. About 5.6% of those tested had a hit in this group.

SMILES	core dimer inh	Fh CTSL1 inh	procasp3 activ	procasp7 counter	PAFAH2 inh	TPT1 inh	PP5 inh	PP1 inh	AHR act
OC(c1ccccc1)c1nc2ccccc2s1 (configuration not stated)	3.6	-5.8	-3.7	-3.0	0.9	5.9	3.0	-3.2	9.4
O=C(Nc1ccc(N2CCN(C(=O)c3ccco3)CC2)c(Cl)c1)c1cccnc1	-3.3	1.5	2.8	3.6	2.9	0.7	0.5	-0.9	-0.4
CN(CC(=O)O/N=C(\N)c1ccccn1)S(=O)(=O)c1cc(Cl)ccc1Cl	-1.1	-35.2	3.4	-3.2	-0.4	-5.6	-1.0	-2.4	1.8
CCOC(=O)c1c(C)[nH]c(C)c1C(=O)CSc1nnc(-c2ccncc2)n1Cc1ccccc1	-1.7	1.4	0.7	6.4	4.8	-1.2	1.8	0.8	4.9
Oc1ccc(N2CCN(Cc3c(-c4ccccc4)nc4ccccn34)CC2)cc1	0.7	1.6	-18.0	-24.7	8.2	-6.0	0.9	-1.5	4.7
CCOc1ccc(CCNC(=O)c2ccc(C)c(NC3=NC4CS(=O)(=O)CC4S3)c2)cc1 (configuration not stated)	2.1	-2.1	5.0	4.1	6.7	-1.4	-0.2	0.3	0.7
Cn1nnc(NC(=O)COc2ccc(C3CCCCC3)cc2)n1	-2.1	-1.3	2.1	8.0	-1.9	-6.5	0.1	-1.5	2.8
CCC(C)C1=CC(=Nc2c(C)n(C)n(-c3ccccc3)c2=O)C=C(C(C)CC)C1=O (configuration not stated)	-1.6	-2.4	-2.1	-1.8	5.5	-3.4	0.7	-3.9	-2.4
CS(=O)(=O)Nc1ccccc1C(=O)NCc1ccco1	0.1	-1.1	-6.4	0.3	-0.6	-1.8	-0.6	-6.3	7.2
COC(=O)CCc1c(C)[nH]c(C(=O)OCc2ccccc2)c1C	-2.0	1.9	1.1	9.2	-7.9	-1.8	1.2	-0.8	13.1
O=C(NC1CC1)C1=C[C@H](c2ccc(Br)cc2)C[C@H](OCc2ccc(CO)cc2)O1	1.9	-0.8	2.1	-1.9	0.2	-0.7	0.1	-3.8	11.2
O=C(CCCN1C(=O)c2ccccc2C1=O)Nc1cccnc1	-4.4	-2.3	2.2	0.8	9.0	-6.4	0.8	-1.5	-0.6
O=C(NC1CC1)C1=C[C@@H](c2c[nH]c3ccccc23)C[C@@H](OCCCCO)O1	-5.7	0.0	-10.7	4.4	-5.5	7.1	3.2	-0.1	64.5*
Clc1ccc2c(c1)C(c1cccs1)=NNC(c1cccnc1)=N2	2.7	2.8	1.2	3.9	4.3	-0.8	4.5	-1.7	104.8*
CCn1c(SCC(=O)Nc2ccc(Cl)cc2)nc2nc3c(cc2c1=O)CCCC3	14.3	-1.0	9.4	-3.5	2.4	-3.4	3.6	1.6	4.0

Continued; the last two above are carried over.
SMILES	core dimer inh	Fh CTSL1 inh	procasp3 activ	procasp7 counter	PAFAH2 inh	TPT1 inh	PP5 inh	PP1 inh	AHR act
Clc1ccc2c(c1)C(c1cccs1)=NNC(c1cccnc1)=N2	2.7	2.8	1.2	3.9	4.3	-0.8	4.5	-1.7	104.8*
CCn1c(SCC(=O)Nc2ccc(Cl)cc2)nc2nc3c(cc2c1=O)CCCC3	14.3	-1.0	9.4	-3.5	2.4	-3.4	3.6	1.6	4.0
CCOC(=O)[C@@H]1[C@H]2COc3ccc(Br)cc3[C@@H]2N2C(=O)N(c3ccc(C(F)(F)F)cc3)C(=O)[C@]12C	-5.5	0.7	7.7	2.0	-6.5	-4.0	3.3	2.2	0.3
O=C(COn1nnc2ccc(C(F)(F)F)cc21)Nc1nnc(-c2ccccc2)o1	-1.8	-1.4	-5.7	5.6	0.6	3.2	-1.1	13.8	2.0
COc1ccc(/C=C(\NC(=O)c2ccccc2)C(=O)N/N=C/c2ccncc2)cc1	-3.6	3.8	0.7	2.4	3.1	1.4	0.8	-5.6	4.8
CC1CCCC(NC(=O)Cn2c(Cl)nc3c2c(=O)n(C)c(=O)n3C)C1C (configuration not stated)	x	x	2.8	4.7	8.0	x	x	x	-1.2
CCCCNC(=S)N1CCN(C(c2ccccc2)c2ccccc2)CC1	5.5	0.3	1.7	8.5	-8.2	-3.8	0.6	-0.8	-0.9
CC1CCCN(C(=S)Nc2ccc(Nc3ccccc3)cc2)C1 (configuration not stated)	-3.9	-0.2	-14.7	-20.8	x	0.1	7.9	1.9	0.8
Cc1cc(Cn2nnc(-c3ccc(Br)cc3)n2)cc(C)c1O	x	x	-9.5	-14.5	-2.9	x	5.5	0.5	0.2
CCOc1ccccc1CNC(=O)Cn1ccc2cc(S(=O)(=O)N3CCCCCC3)ccc21	16.8	3.3	2.9	5.4	0.5	-0.1	1.7	3.4	2.7
Cc1ccccc1NC(=O)CCc1nnc2ccc(N3CCC4(CC3)OCCO4)nn12	-4.8	0.7	0.8	-2.0	-0.3	-3.0	0.8	-8.3	3.4
S=C(Nc1ccccc1)N1CCC(Cc2ccccc2)CC1	9.6	-3.7	-0.7	1.7	-1.6	-1.4	1.4	-1.5	-3.4
O=C(NC1CCCCC1)c1ccc2[nH]c(=O)c(=O)[nH]c2c1	4.9	1.5	-1.1	-0.5	-2.8	0.3	0.1	-1.1	2.6
CCOC(=O)c1sc(=S)n(-c2ccccc2)c1N(C(C)=O)C(C)=O	6.0	0.3	-6.8	0.5	35.5*	1.2	-1.5	-2.9	6.9
COc1ccc(-n2nc(C(=O)NCC(=O)Nc3cc(OC)c(OC)c(OC)c3)c3ccccc3c2=O)cc1	1.6	3.5	-0.2	-0.9	3.6	-5.2	4.3	-3.5	0.3
O=C(Nc1ccc2c(c1)OCCO2)C(c1ccc(F)cc1)N1CCCCC1 (configuration not stated)	-1.1	-2.1	1.4	4.8	3.1	-3.5	0.9	1.9	2.4
Cc1ccc(C)c(NC(=O)C2CCCN2/C=C/C(=O)C(F)(F)F)c1 (configuration not stated)	1.1	2.8	8.6	-1.0	1.3	-0.3	2.1	-2.5	0.6
NCCCC[C@H]1CN=C(N)N1CCCCC1CCCCC1	4.8	-0.3	3.1	12.1	2.0	-4.7	2.3	1.5	1.6
COc1ccc(/C=N/NC(=O)CCc2n[nH]c(=O)[nH]c2=O)cc1OC	4.9	1.7	9.5	1.9	-8.9	-0.5	1.1	0.8	-3.4
O=c1cc(O)c2c(=O)n(C3CCCCC3)c3ccccc3c2o1	0.1	-0.8	-6.0	-5.0	-10.4	19.8	-1.3	9.3	6.8
c1ccc(CN2CCN(CCOCCOc3ccc4c(c3)CCC4)CC2)cc1	-1.1	0.5	-4.6	-2.1	-8.0	-0.4	-1.3	-6.9	0.8
CNC(=O)c1[nH]cnc1C(=O)Nc1ccccc1OC	0.5	1.0	3.5	-1.7	3.3	-4.5	1.5	-0.2	34.7
COc1ccc(Br)c(C(=O)OCC(=O)NC(=O)NC2CCCC2)c1	x	x	8.0	-3.4	10.5	x	x	x	1.1
COc1ccc(NC(C)=O)cc1NC(=O)CSc1nnc(-c2ccncc2)n1C	1.5	-1.5	1.9	0.0	5.1	1.0	-3.3	-5.0	-2.0
CN(C)/C=C/C(=C\C(=O)C(F)(F)F)Nc1ccc(C(F)(F)F)cc1	-0.1	2.6	2.4	-4.8	1.9	3.0	-0.1	-2.8	2.7
Cc1cnc(C(=O)OCC(=O)Nc2cccc3ccccc23)cn1	x	x	1.3	3.7	-3.2	x	x	x	3.0
COc1ccc(-c2cc(=O)n(-c3ccc([N+](=O)[O-])cc3)[nH]2)cc1	-6.3	-5.9	-7.6	-13.7	18.8	-4.2	8.8	14.9	1.1
Cc1cccc(C(=O)NC(=S)NNC(=O)COc2c(C)cccc2C)c1	-1.0	-3.6	-13.1	-20.5	-3.4	1.1	0.0	4.3	11.7
CCC1CCCCN1CC(O)COCc1cccc(OC)c1 (configuration not stated)	9.7	0.7	-0.3	6.7	-11.1	-0.5	-1.0	2.2	-3.2
CN(C)c1ccc(/C=C(\NC(=O)c2ccccc2)C(=O)NCc2ccncc2)cc1	-12.7	3.4	-0.1	0.1	4.6	8.8	2.0	3.9	37.4
OCC1(Cc2cccc(F)c2)CCN(Cc2cccc3nccnc23)CC1	3.4	-1.3	1.4	-0.6	-2.1	-0.6	-1.4	-4.9	2.0
COc1ccc(C(=O)NNC(=O)c2ccc(C)cc2)cc1S(=O)(=O)N1CCCC1	1.8	1.7	-0.3	-1.1	5.2	0.6	-0.9	-8.2	0.8
Cc1cc(C)n2nc(SCN3C(=O)c4ccccc4C3=O)nc2n1	19.6	1.4	-20.1	-23.0	-4.2	-4.7	1.2	-3.6	-0.4
COc1ccccc1-c1n[nH]c(=S)n1Cc1ccco1	-0.3	2.1	-7.1	-9.3	x	-0.7	1.1	-0.9	15.5
Cc1ccc(C(=O)c2ccccc2C(=O)OCC(=O)N2C(C)CCCC2C)cc1 (configuration not stated)	x	x	1.6	2.6	7.2	x	2.8	-1.4	-2.4
CCOc1ccc(CSc2nc(C)cc(COC)c2C#N)cc1OCC	0.2	0.2	-1.3	2.5	4.6	-6.5	1.5	-2.9	1.0
N#Cc1cc2cc3c(cc2nc1SCC(=O)N1CCCC1)OCCO3	0.0	-0.2	11.1	7.7	8.3	-0.3	1.9	0.0	0.6
Cc1cc(N=Cc2cc(Br)ccc2O)no1	3.4	0.5	-0.9	-3.8	3.9	-1.1	-0.1	-3.7	2.0
CC(=O)N(CCCCl)C(C#N)c1ccccc1 (configuration not stated)	-3.1	-3.4	-3.7	0.2	-0.7	-1.1	0.5	-12.0	0.4
COC(=O)c1ccc(COC(=O)c2ccc(SC)cc2OC)cc1	3.5	1.3	-5.4	5.9	-5.5	-0.5	4.6	3.2	0.1
Cc1ccc(N=Cc2c(O)c3ccccc3oc2=O)cc1F	-0.8	6.1	0.0	9.6	-1.1	-2.2	3.0	-2.7	2.6
O=C1CCC([N+](=O)[O-])C(c2ccccc2Cl)N1 (configuration not stated)	-7.1	-1.1	-4.5	7.2	7.6	1.3	1.6	-3.0	-1.8
COc1cc(C(=O)NCc2cn3ccccc3n2)cc(OC)c1OC	-3.5	-4.6	2.7	11.0	-9.4	-2.2	2.2	-5.9	-1.2
COc1cccc(Oc2nc(-c3ccccc3O)nc3ccccc23)c1	2.2	-4.0	1.0	2.7	-4.7	2.6	1.6	0.3	15.7

From PubChem BioAssay
